Screening data from PubChem BioAssay.
NR2E3 ag-1 = NR2E3 agonists in two-hybrid cells, primary screen, cell-based, luminescence, CHO-S, Gal4-NCOR/VP16-NR2E3; luciferase; AID 602229, 2012; Photoreceptor-specific nuclear receptor (Homo sapiens), Q9Y5X4; inhibition of corepressor binding, % at 3.98 µM; hit rate 0.35% among 360,000;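 active = inhibition above the mean of all tested compounds plus 3 SD, cut at about 70% in these data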;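 note: 0% = DMSO with NR2E3 transfected cells and 100% = cells lacking NR2E3 construct; higher means lower luciferase signal from less NR2E3 corepressor binding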
Target sequence (Q9Y5X4 whole entry, looked up, the tested form may be a part): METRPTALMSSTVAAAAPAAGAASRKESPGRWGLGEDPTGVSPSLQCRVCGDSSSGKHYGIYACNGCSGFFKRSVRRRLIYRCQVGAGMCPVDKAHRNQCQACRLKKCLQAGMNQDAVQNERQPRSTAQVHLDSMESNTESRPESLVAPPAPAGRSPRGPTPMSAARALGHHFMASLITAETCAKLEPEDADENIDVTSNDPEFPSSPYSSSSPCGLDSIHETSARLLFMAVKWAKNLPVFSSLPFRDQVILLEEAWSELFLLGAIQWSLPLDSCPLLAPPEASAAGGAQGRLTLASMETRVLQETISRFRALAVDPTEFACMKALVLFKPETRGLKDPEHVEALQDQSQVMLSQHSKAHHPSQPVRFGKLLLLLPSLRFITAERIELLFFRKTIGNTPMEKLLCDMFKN
Peg3 promoter = Peg3 promoter-driven luciferase inhibitors, primary screen, cell-based, HeLa, luciferase luminescence | HeLa PEG-Prom luciferase reporter, overnight | inhibition, % at 20 µM | hit rate 1.7% among 360,000;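 active = inhibition of at least 50% at 20 µM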
NR2E3 ag-2 = inhibitors of NR2E3-RetCOR corepressor binding, primary screen, NR2E3 agonist project, biochemical, TR-FRET, GST-NR2E3, biotin-RetCOR; Photoreceptor-specific nuclear receptor (Homo sapiens), Q9Y5X4; AID 2300, 2010; 1536-well; hit rate 0.12% among 320,000; inhibition of corepressor binding, % at 4.78 µM;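 active = percent inhibition above the cutoff of mean plus 3 SD of all tested compounds, set per screening campaign, cut at about 20% in these data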;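 note: 0% = DMSO wells and 100% = biotin wells as full block of FRET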
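System: GST-tagged NR2E3 plus biotinylated RetCOR corepressor; Buffer or medium: pH 7.5 Tris-based buffer; Probe or stimulus: RetCOR corepressor, biotinylated, 7 nM; Doses: compound at 4.8 µM, single dose; Schedule: 5 h incubation at 4 °C; Technique: time-resolved FRET; Evaluation: percent inhibition of TR-FRET ratio; Replication: one well per compound, singlicate testing.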
KKLEB tox = cytotoxicity in KKLEB CF airway cells, primary screen, cytotoxicity control for CF NF-kB inhibitor project, cell-based, uHTS, fluorescence assay plates; KKLEB CF airway cells viability, ATPlite luminescence, overnight; hits give low values; cells stimulated with P. aeruginosa culture filtrate; activity change (cytotoxicity), % at 5 µM; hit rate 0.36% among 360,000; AID 602141, 2011;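 active = corrected activity change at or below -50% at 5 µM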
HIF-2a block = HIF-2a reporter inhibitors, primary screen, luminescence, 786-0 RCC cells. 786-0 RCC cells HIF-2a reporter, luciferase luminescence, overnight. inhibition, % at 18.8 µM. hit rate 0.72% among 360,000. AID 624352, 2012;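 active = inhibition of the luminescence signal of 40% or more relative to plate controls, in a single-dose primary screen at 18.75 µM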
TWEAK Fn14 block = inhibitors of TWEAK-Fn14 signaling, primary screen, luciferase reporter cells, uHTS; TWEAK-stimulated Fn14 reporter cells, luciferase luminescence, 8 h; inhibition, % at 10 µM; hit rate 2% among 360,000; AID 1159606, 2016; in the data active = inhibition above about 50%
Shn3 inh set2 = reduction of Shn3 3'UTR firefly luciferase signal, primary screen, Schnurri-3 inhibitor project, cell-based, Clone20 osteoblasts, set 2; Clone20 osteoblast Shn3 3'UTR firefly luciferase, 24 h; hit rate 0.52% among 360,000; AID 588674, 2011; inhibition, % at 12.5 µM;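 active = mean inhibition of at least 75% with every replicate also reaching 75%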;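 note: 0% = median of neutral control wells and 100% = pilot-screen positive control compound; some compounds past the cut are filed as inactive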
CF NFkB inh = inhibitors of PAF-induced NF-kB signaling, primary screen, cell-based, GFP fluorescence, uHTS | KKLEB NF-kB-GFP reporter, GFP fluorescence overnight | inhibition, % at 5 µM | hit rate 0.86% among 360,000;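 active = at least 50% inhibition at 5 µM, scaled per plate between neutral and stimulator controls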;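 note: PAF is a Pseudomonas aeruginosa culture filtrate used as stimulus; plate controls were PAF-stimulated DMSO wells for no effect and unstimulated DMSO wells for full effect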
MITF TRPM1 inh = inhibitors of MITF-dependent TRPM1 promoter reporter, primary screen, cell-based, SK-MEL-5, single point, luciferase | SK-MEL-5 TRPM1 promoter luciferase, 24 h | inhibition, % at 12.5 µM | hit rate 0.83% among 330,000;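 active = mean inhibition across replicates of 60% or more, whatever share of single replicates reaches that level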; note: values of inactives mirror those of a sister screen read the other way
TRAIL sens C8 = viability loss with TRAIL in NB7+C8 cells, primary screen, TRAIL sensitizer project, cell-based, ATPlite luminescence; inhibition (viability loss, TRAIL sensitization), % at 10 µM; hit rate 1% among 360,000;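 active = compounds causing at least 50% loss of cell viability in the single-dose screen, relative to plate controls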
TROY signal inh = inhibitors of TROY-driven NF-kB signaling, primary screen, Q293 LMP1-TROYcd cells, NF-kB luciferase, uHTS | AID 1347056, 2019 | Q293 LMP1-TROYcd NF-kB luciferase reporter, 4 h | hit rate 0.98% among 360,000 | inhibition, % at 10 µM;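 active = compounds whose plate-normalised and pattern-corrected inhibition of the luciferase reporter signal at the single screening dose is 50% or more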
Active calls of the source: *; . = not tested or not shown. These rows are one share of the data. The share of hits here may be higher or lower than overall.

SMILES	NR2E3 ag-1	Peg3 promoter	NR2E3 ag-2	KKLEB tox	HIF-2a block	TWEAK Fn14 block	Shn3 inh set2	CF NFkB inh	MITF TRPM1 inh	TRAIL sens C8	TROY signal inh
Cn1c(COc2ccccc2)nnc1SCC(=O)c1cccc([N+](=O)[O-])c1	-13	17	4	12	10	-3	11	19	-2	-3	11
CCCCCOC(=O)C1=C(C)Nc2nnnn2C1c1ccc(OC)c(OC)c1OC (stereo not given)	11	19	0	2	26	3	2	-6	7	16	-3
Cc1cc(C)cc(OCc2ccc(C(=O)NC3CCOC3=O)o2)c1 (stereo not given)	-44	0	3	-9	10	-4	2	13	7	0	-30
CCCn1nnnc1NCc1ccc(C(C)C)cc1	6	-1	-3	-4	17	-11	20	-9	0	-5	-4
O=C(CSc1nc(-c2ccccc2)c(-c2ccccc2)o1)Nc1nncs1	-16	10	2	-7	17	1	13	9	8	5	6
C[C@H](CO)N1C[C@H](C)[C@@H](CN(C)Cc2ccc(Cl)c(Cl)c2)Oc2ccc(NC(=O)Cn3cnnn3)cc2C1=O	-17	1	.	0	5	-18	4	-12	-14	21	1
COc1cccc(/C=C/C(=O)OCC(=O)N2CCN(c3ccccc3)CC2)c1	4	-1	2	-30	-7	78*	-2	-10	-6	-17	8
CCCc1[nH]nc2c1C(c1cccc(OC)c1)C(C#N)=C(N)O2 (stereo not given)	-9	19	-1	-8	15	-1	3	7	11	-4	7
COc1cc(CNCCNC(=O)c2cccs2)cc(OC)c1OC	8	8	1	15	15	2	11	-6	8	4	-15
Brc1ccccc1-n1nnc(-c2ccnc3ccccc23)n1	12	-134	5	-23	-170	10	45	20	-23	17	-22
CCN1C(=O)[C@H]2[C@H]3CN=C(SCC(=O)c4ccccc4)N3[C@@](CC)(C(=O)OC)[C@H]2C1=O	-59	-8	.	12	-15	-54	-20	-16	-1	-5	-11
CCOc1ccc2oc(C(=O)N(CC)CC(=O)Nc3ccc(NC(C)=O)cc3)c(C)c2c1	-30	-8	2	-4	-16	-7	-5	15	2	0	-1
COc1cc(NC(=S)NC(C)(C)C)c(OC)cc1Cl	1	20	0	1	12	11	7	2	1	-10	-6
Cc1ccc(S(=O)(=O)NC(=O)c2cc(C)n(-c3ccccc3)c2C)cc1	1	-3	3	1	15	9	-16	12	-2	-7	7
O=C(NC1CCCCC1)c1ccc(Br)o1	-10	-4	2	7	-4	-13	-11	-3	-14	-1	-32
COc1cc(N/N=C/c2ccc(N(C)C)cc2)ncn1	-133	-6	-1	-46	-43	60*	27	-1	20	77*	43
CCN(CC(=O)Nc1c(F)cccc1F)C(=O)c1cnccn1	-5	-2	0	-14	7	1	-9	30	-4	6	-11
CCCCNCCOCCOc1ccc(C)cc1[N+](=O)[O-]	-9	3	-2	3	12	2	8	-9	-1	5	-23
CCCCOc1c(Br)cc(CNCCCN2CCOCC2)cc1OC	-14	-4	2	10	8	-4	4	-1	-17	8	-22
CCc1ccccc1OCC(=O)OCC(=O)N1CC(=O)Nc2ccccc21	23	6	5	-21	16	8	1	11	13	-6	-5
Nc1nnc(-c2ccc(Cl)cc2)o1	-23	-18	-4	0	-16	10	3	-6	-11	4	-10
N#Cc1ccccc1N=Cc1ccc(Br)cc1	-7	4	0	2	-27	-5	-19	5	0	-12	-14
COC(=O)Cc1[nH]n(-c2nc3ccccc3s2)c(=O)c1C(C)=Nc1ccc(Cl)cc1	-17	94*	1	-15	85*	17	-21	11	80*	15	44
CCCCNC(=S)N/N=C/C1=CCC2CC1C2(C)C (stereo not given)	10	5	-1	16	1	-23	18	0	-9	-2	-31
COc1ccc(Cc2nc3ccc(C(=O)N4CCOCC4)cc3o2)cc1	-109	-230	1	-1	-253	-12	-38	5	-91	-18	-28
O=C(Nc1nnc(-c2ccc3c(c2)CCCC3)o1)C1COc2ccccc2O1 (stereo not given)	-38	-40	6	-2	-68	-91	-2	-20	.	3	-8
COc1ccc(NC(=O)CN(C)C(C)C(=O)NC(=O)NC2CCCCC2)cc1 (stereo not given)	0	7	0	2	9	6	-3	6	0	1	-7
CCC(C)NC(=O)Cn1cccc1C(=O)c1ccccc1 (stereo not given)	7	15	0	7	2	3	17	-12	-2	-5	0
Cc1cccc2c3c([nH]c12)CCN(C)C3	-21	6	2	-12	15	2	10	6	-2	-2	-2
CC(C)(C)NC(=O)CSc1nnc(-c2ccccc2)c(-c2ccccc2)n1	-12	15	-1	14	13	-11	12	-4	13	8	-7
CN(C)S(=O)(=O)c1ccc(C(=O)Nc2ccccc2OC(F)(F)C(F)F)cc1	18	-17	1	2	-11	-6	4	-16	4	32	-31
O=C1NC[C@@H](Cc2cccc3ccccc23)N(CCCCC2CCCCC2)C1=O	-1	15	5	7	9	4	-20	3	1	-1	9
CCOC(=O)N1CCN(c2nc(-c3ccco3)cc(C(F)(F)F)n2)CC1	-21	-2	2	3	-16	6	6	15	0	-3	11
CN(C)/C=N/c1ncc(C(=O)OC(C)(C)C)s1	-5	-46	-3	1	-78	-7	-3	2	-32	2	-21
COc1ccccc1C(=O)NCCC(=O)N1CCN(C(=O)c2ccco2)CC1	-19	0	.	4	13	-22	3	-5	5	-9	-12
N#Cc1ccc(C(=O)N2CCC3CC2c2cc(-c4ccc(F)cc4)ccc23)cc1 (stereo not given)	-16	8	.	6	-5	-1	-18	-17	1	15	10
COc1cc(CNC(C)c2ccccc2)cc(Br)c1OCc1ccc(F)cc1 (stereo not given)	22	59*	-3	-29	16	4	21	40	10	16	-7
Cc1ccc(NC(=O)CC(NCC2CCCO2)C(=O)O)cc1C (stereo not given)	-17	19	3	6	13	6	2	1	1	-2	2
O=C(CSc1nnc2ccccn12)NNC(=O)c1ccc(Cl)cc1	-3	5	1	5	15	-3	1	2	8	-15	-2
CCCn1c(SCC(=O)c2ccc3c(c2)OCCO3)nc2c1c(=O)n(C)c(=O)n2C	2	4	.	10	9	-15	-9	-3	-9	-1	-8
CCNc1nc(N)nc(Oc2ccc(OCCOc3ccc(Cl)cc3Cl)nn2)n1	-9	8	2	-4	10	-18	4	-7	-5	-5	-16
C=CCOc1ccc(Br)cc1/C=C1/SC(=Nc2ccc(C(=O)O)cc2)NC1=O	-13	-3	.	14	5	5	-23	-11	-16	-1	22
CCN(CCCc1ccccc1)CCCc1ccccc1	18	-10	1	32	-11	-6	5	54*	-10	14	-10
O=C(COC(=O)/C=C/c1ccccc1[N+](=O)[O-])NCC(F)(F)F	-28	4	-2	-3	1	15	-9	0	23	2	2
Cc1c(Cl)cccc1NC(=O)NCc1ccncc1	-7	18	-3	4	8	-19	-11	-13	-15	-4	-13

Look-ups from the list.
In TWEAK Fn14 block, O=C(CSc1nnc2ccccn12)NNC(=O)c1ccc(Cl)cc1 has -3
In NR2E3 ag-1, Cc1ccc(NC(=O)CC(NCC2CCCO2)C(=O)O)cc1C (stereo not given) has -17

(more compounds)
SMILES	NR2E3 ag-1	Peg3 promoter	NR2E3 ag-2	KKLEB tox	HIF-2a block	TWEAK Fn14 block	Shn3 inh set2	CF NFkB inh	MITF TRPM1 inh	TRAIL sens C8	TROY signal inh
Cc1ccc(-c2ccc(=O)n(Cc3cccc(Br)c3)n2)cc1	13	39	2	-11	15	-5	21	-5	13	6	19
CCOc1cc(CNC(C)(C)CO)cc(Br)c1OCc1ccc(Cl)cc1Cl	33	58*	4	-14	-25	-34	34	21	-5	-2	-31
Cc1csc(NC(=O)c2cc(C)oc2C)n1	-55	-170	-1	0	-162	-8	-6	-9	-58	-2	18
COc1ccccc1CC(NC(C)=O)C(=O)NC1CCN(C(=O)Nc2cccc(F)c2)CC1 (stereo not given)	-21	1	.	7	20	1	-4	-4	10	-18	-13
COc1ccc(Cl)cc1-c1cc(C(=O)NCc2ccccc2)[nH]n1	-1	9	.	2	21	15	0	-43	.	4	11
CCN(C(=O)CSc1nnc(-c2ccncc2)n1Cc1ccccc1)C1CCS(=O)(=O)C1 (stereo not given)	6	20	6	2	12	-9	4	1	7	8	-1
Cc1ccc[n+](C(C)C(=O)c2ccc(-c3ccccc3)cc2)c1 (stereo not given)	18	47	3	4	0	21	21	-10	33	36	11
COc1ccccc1Cc1c(C2CCCCC2)nc2ccc(Br)cn12	-9	17	.	-10	-47	17	3	21	.	2	-9
CCN(C(=O)COC(=O)/C=C/c1cnc2ccccc2n1)c1ccccc1	9	12	-2	1	13	-5	-17	2	8	4	-6
CCCC(=O)Nc1ccc(-c2nc3cc(C)c(C)cc3o2)cc1	-240	-302	7	11	-334	15	-32	-6	-45	18	-2
CC(=O)N1N=C(c2cccs2)CC1c1cccs1 (stereo not given)	-19	6	6	-16	1	12	29	-2	2	1	2
C[C@H](CO)N1C[C@H](C)[C@@H](CN(C)Cc2ccc(-c3ccccc3)cc2)Oc2ccc(NC(=O)Cn3cnnn3)cc2C1=O	-31	-10	.	1	-1	-9	-4	-4	1	4	-4
O=c1oc2cc(OCCO)ccc2c2c1CCCC2	9	-9	-4	1	-46	3	2	-5	3	-14	-22
COc1cc2c(cc1OC)CN(C(=O)c1cc(C3CC3)nn1-c1ccccc1)CC2	-21	13	4	-3	25	-4	8	26	2	-6	12
COc1ccc(-c2nnc(SC(C)C(=O)Nc3nccs3)n2Cc2ccccc2)cc1OC (stereo not given)	-6	18	0	9	23	-10	-1	-8	2	-4	1
O=C(c1cccc(S(=O)(=O)Nc2ccc(F)cc2)c1)N1CCC1	4	6	2	10	12	4	-7	-5	6	-6	7
Cc1ccc(C(=O)NC2CCN(C(=O)Nc3ccccc3)CC2)cc1	15	11	2	9	12	14	-7	9	-4	11	7

Arranged by value in CF NFkB inh (rising): 4 from the list above.
molecule | CF NFkB inh
O=C(Nc1nnc(-c2ccc3c(c2)CCCC3)o1)C1COc2ccccc2O1 (stereo not given) | -20
COc1cc(CNCCNC(=O)c2cccs2)cc(OC)c1OC | -6
COc1cc(NC(=S)NC(C)(C)C)c(OC)cc1Cl | 2
Cc1cccc2c3c([nH]c12)CCN(C)C3 | 6
